# Tb PGK inh: inhibitors of T. brucei phosphoglycerate kinase | P07378 | PGK/GAPDH coupled, Kinase-Glo luminescence, 60 min | Potency, µM (series often up to 57.5 µM), for inactives: at the top dose activity change, negative = inhibition, actives largely listed as inhibitors | 0.043% of 380,000 active | AID 602233; also: potency is read from the fitted curve at half-maximal effect; % is scaled to controls: 0 for no effect and ±100 for the full control effect; nearly all actives have a fitted effect of over 60% in size
#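 Luminescent ATP detection (Kinase-Glo Plus) follows a 60-minute room-temperature incubation, with wells lacking PGK as controls. Buffer: 100 mM TEA (pH 7.6), 5 mM MgCl2, 0.01% Tween-20. Coupling enzyme GAPDH (100 nM final) supplies unstable 1,3-BPG in-well.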
# Pol eta inh: inhibitors of human DNA polymerase eta | Q9Y253 | recombinant Pol eta, fluorescent DNA replication assay | Potency, µM (series often up to 114 µM), for the others: top-dose activity change, negative = inhibition, most hits filed as inhibitors | 1.2% of 390,000 active; also: potency is read from the fitted curve at half-maximal effect; % is scaled to controls: 0 for no effect and ±100 for the full control effect
#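 Fluorescent replication assay: 50 nM final substrate added after a 15 min room-temperature compound preincubation with 10 nM enzyme. Signal taken at 0 min and again at 10 min.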
# PI4K2A block: inhibitors of human PI4K2A | Q9BTU6 | purified PI4K2A, ADP-Glo luminescence, 1 h; hits give low values | activity change, negative = inhibition, % at 76.9 µM | 0.13% of 420,000 active | AID 1346378; in the data active = activity change below about -50%; inconclusive = mostly about -30% to -49%;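 also: -100% = wells without enzyme as full effect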
#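 Compounds are screened against recombinant PI4K2A using PI as substrate and ATP, the latter dispensed at 300 microM. Reactions run one hour at ambient temperature before ADP-Glo detection; full inhibition defined by wells lacking enzyme.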
# HP1b binding inh: HP1-beta chromodomain-methylated histone interaction inhibition | P83916 | AlphaScreen HP1-beta / biotin-H3K9me3 peptide binding | Potency, µM (doses to about 114 µM), for the others: at the top dose activity change, negative = inhibition, usual class: inhibitors | 0.56% of 390,000 active; also: potency is read from the fitted curve at half-maximal effect; nearly all actives have a fitted effect of over 70% in size; inactives centre near 23
# Target sequence (P83916 whole entry, looked up): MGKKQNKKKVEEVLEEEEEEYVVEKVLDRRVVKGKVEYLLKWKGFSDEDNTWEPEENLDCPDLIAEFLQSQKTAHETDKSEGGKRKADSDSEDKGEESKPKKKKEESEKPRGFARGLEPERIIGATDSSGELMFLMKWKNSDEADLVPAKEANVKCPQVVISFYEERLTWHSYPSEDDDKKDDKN
#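 HP1-beta protein (50 nM final) preincubated 30 min at room temperature with biotinylated H3(1-18)K9me3 peptide (50 nM) in PBS pH 7.4, 0.01% Tween-20, then compound added for 30 min. AlphaScreen streptavidin donor/nickel chelate acceptor beads (10 ug/mL final), 30 min dark, luminescence read.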
# BAZ2B inh: blocks human BAZ2B. Q9UIF8. AlphaScreen BAZ2B-H3K14Ac peptide displacement. Potency, µM (top dose mostly 114 µM), inactives show at the top dose activity change, negative = inhibition, hits mostly inhibitors. 4.4% of 360,000 active; also: potency is read from the fitted curve at half-maximal effect; % is scaled to controls: 0 for no effect and ±100 for the full control effect; nearly all actives have a fitted effect of over 60% in size
#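 Protein-peptide AlphaScreen: BAZ2B 50 nM, b-H3K14Ac 50 nM, 1x PBS pH 7.4 + 0.01% Tween-20. Preincubation 30 min RT; cpd 30 min RT (top 110 uM); beads 20 min RT, light-protected.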
# JMJD2A Tudor inh: JMJD2A Tudor domain (human) inhibition; O75164; AlphaScreen JMJD2A-Tudor / H3K4me3 peptide binding; Potency, µM (series often up to 114 µM), without a hit: top-dose activity change, negative = inhibition, most hits filed as inhibitors; 4.4% of 390,000 active; AID 504339; also: potency is read from the fitted curve at half-maximal effect; % is scaled to controls: 0 for no effect and ±100 for the full control effect; nearly all actives have a fitted effect of over 50% in size
# G9a block: G9a (human) methyltransferase inhibition; AID 504332; 8.8% of 350,000 active; Potency, µM (series often up to 102 µM), without a hit: at the top dose activity, negative = inhibition, most hits filed as inhibitors; G9a H3K9 monomethylation, AlphaScreen, 2 h; Q96KQ7; also: potency is read from the fitted curve at half-maximal effect; % is scaled to controls: 0 for no effect and ±100 for the full control effect; nearly all actives have a fitted effect of over 75% in size
#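 Readings reflect AlphaScreen signal from monomethyl-H3K9 antibody detection. HMT at 20 nM; substrate b-H3K9 500 nM; cofactor SAM 20 uM; 2 h RT reaction; compounds tested as titrations in qHTS with 15 min preincubation.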
# Pin1 inh: human Pin1 inhibition; Pin1 FP peptide displacement, HiFluor488, 10 min; AID 504891; 0.009% of 390,000 active; Q13526; Potency, µM (titrated, usually from 115 µM), inactives show at the highest dose activity, negative = inhibition, usual class: inhibitors; active = well fitted inhibition curve with a large enough effect in the polarisation, with a control signal flat, not every such curve was filed as active; inconclusive = small, poorly fitted or top-dose-only effect, or effect the other way, or a change in a side signal; inactive = no such curve, though single readings can be large or run the other way; the % refers to the polarisation; also: potency is read from the fitted curve at half-maximal effect; % is scaled to controls: 0 for no effect and ±100 for the full control effect
# Target sequence (Q13526 whole entry, looked up): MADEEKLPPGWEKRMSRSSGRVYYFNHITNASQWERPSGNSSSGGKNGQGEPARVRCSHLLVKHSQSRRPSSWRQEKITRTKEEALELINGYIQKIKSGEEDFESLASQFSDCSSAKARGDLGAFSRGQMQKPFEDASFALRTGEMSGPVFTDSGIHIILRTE
# GLS inh: inhibitors of human glutaminase (GLS); AID 624170; Potency, µM (doses to about 45.5 µM), for inactives: at the top dose activity change, negative = inhibition, usual class: inhibitors; GLS enzymatic activity, qHTS titration; 0.21% of 410,000 active; also: potency is read from the fitted curve at half-maximal effect; % is scaled to controls: 0 for no effect and ±100 for the full control effect
# Target sequence (O94925 whole entry, looked up): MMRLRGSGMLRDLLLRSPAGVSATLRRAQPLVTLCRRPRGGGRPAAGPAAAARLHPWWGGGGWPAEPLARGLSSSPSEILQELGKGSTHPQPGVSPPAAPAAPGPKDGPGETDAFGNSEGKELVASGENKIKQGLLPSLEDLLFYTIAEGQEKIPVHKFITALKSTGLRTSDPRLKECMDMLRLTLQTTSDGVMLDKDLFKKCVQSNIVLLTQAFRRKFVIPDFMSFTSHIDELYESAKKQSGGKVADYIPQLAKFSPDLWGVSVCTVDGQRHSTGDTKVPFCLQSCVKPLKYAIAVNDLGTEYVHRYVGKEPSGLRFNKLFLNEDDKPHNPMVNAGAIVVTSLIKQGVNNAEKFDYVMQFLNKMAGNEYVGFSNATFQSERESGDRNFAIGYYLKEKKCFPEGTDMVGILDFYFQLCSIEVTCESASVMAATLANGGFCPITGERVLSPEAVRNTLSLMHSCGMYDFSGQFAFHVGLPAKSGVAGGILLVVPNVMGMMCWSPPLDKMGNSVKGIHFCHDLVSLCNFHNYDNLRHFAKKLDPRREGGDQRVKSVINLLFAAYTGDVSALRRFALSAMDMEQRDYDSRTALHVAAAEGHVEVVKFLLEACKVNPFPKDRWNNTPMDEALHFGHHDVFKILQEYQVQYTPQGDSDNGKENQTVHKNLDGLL
#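 hKGA in 45 mM KH2PO4 (pH 8.2), 0.02% Tween-20 with compound, then 1mM L-Glutamine (stock as added) plus glutamate oxidase/HRP/Amplex red coupling mix. Fluorescence read initially and after 30 min at RT; signal change reflects glutamate formation.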
# Numbers without * were called inactive; i = inactive; ? = inconclusive; . = not tested or not shown; & = joins results of further samples; [ ] = another dose, or the depositor's remark. Unless noted, calls follow the shape of the dose curve; as a rule, active = well fitted curve in the direction sought with a large enough effect; inconclusive = small, poorly fitted or top-dose-only effect, or another doubt; inactive = no such curve, though single readings can be large; an effect the other way counts as inactive or inconclusive.
no.	compound	Tb PGK inh	Pol eta inh	PI4K2A block	HP1b binding inh	BAZ2B inh	JMJD2A Tudor inh	G9a block	Pin1 inh	GLS inh
1	Cc1ccc(NC(=O)C2CCCN(S(=O)(=O)c3c(C)n[nH]c3C)C2)cc1Cl (centres undefined)	4%	-15%	-2	35%	.	-14%	6%[59 µM]	-2%	-7%
2	O=C(/C=C/c1ccccc1)NC(=S)Nc1cccnc1	1%	-3%	-2	10%	-4%	-16%	?	-1%	1%
3	O=C(c1ccc(Cl)cc1)N1CCC(c2nc3ccccc3o2)CC1	-2%	-19%	-3	7%	-36%	-12%	-5%[59 µM]	2%	-4%
4	COc1ccccc1N1CCN(C(=O)C(C)N(c2ccc(C)c(C)c2)S(C)(=O)=O)CC1 (centres undefined)	i	-12%	9	8%	-3%	-9%	13%[59 µM]	4%	3%
5	COc1ccc(/C(C)=N/N=C2/NC(=O)CC(C(=O)O)S2)cc1 (centres undefined)	9%	-1%	-11	8%	-3%	45µM*	12%[59 µM]	6%	?
6	O=C(CSCc1ccc(Cl)cc1)NCC1CCCO1 (centres undefined)	1%	-7%	0	22%	-1%	-1%	?	1%	-7%
7	O=C(N/C(=C/c1cccc([N+](=O)[O-])c1)C(=O)N1CCCCCC1)c1ccco1	0%	1%	-5	8%	-29%	-6%	45%	3%	4%
8	COc1ccccc1CNC(=O)N1CCN(c2ccccc2Cl)CC1	i	-22%	0	41%	9%	-8%	-10%	-1%	-6%
9	Cc1ccc(SCc2cc(-c3ccc(Cl)cc3)no2)cc1	7%	-6%	-1	95%[activator]	47%[activator]	15%	76%[activator]	-5%	19%
10	CC(C)(Oc1ccc(C2CC2(Cl)Cl)cc1)C(=O)O (centres undefined)	-8%	-8%	-1&1&2	51%[activator]	10%	-1%	10%[59 µM]	-8%	-1%&-8%
11	CC(=NCCc1c(C)[nH]c2ccc(OCc3ccccc3)cc12)C1=C(O)CC(c2ccccc2)CC1=O (centres undefined)	6%	-14%	1	0%	-35%	-29%	-42%	17%	-5%
12	COCCn1c(C)nnc1SCC(=O)Nc1ccccc1[N+](=O)[O-]	i	-8%	-2	37%	-37%	-8%	?	0%	-3%
13	CCOC(=O)c1c(C)[nH]c(C)c1S(=O)(=O)N1CCC(C(=O)N2CCN(c3cccc(C)c3)C(C)C2)CC1 (centres undefined)	i	-14%	-12	15%	79µM*	?	-28%[59 µM]	?	52%[activator]
14	COc1cc2nc(=S)n(CCCN3CCOCC3)c(N)c2cc1OC	-9%	-11%	-4	22%	-21%	-16%	?	1%	?
15	Nc1nc(NCC2CCCO2)nc(NCC2CCCO2)c1[N+](=O)[O-] (centres undefined)	-2%	-25%	2	40%[activator]	13%	-2%	3%[59 µM]	4%	3%
16	CCOc1cc2c(cc1OCC)CN(C(=O)c1cccc(S(=O)(=O)N3CCCC3)c1)CC2	-9%	-2%	2	36%	-7%	-35%	1%[12.7 µM]	2%	0%
17	CC1=NN(C(=O)Cc2ccc(C)cc2)C(O)(c2cccnc2)C1 (centres undefined)	-4%	-10%	-9	-9%	7%	?	75%[activator][12.7 µM]	2%	7%
18	CC(C)(C)OC(=O)N1CC(O)CC1C(=O)OCC(=O)c1ccc(Cl)cc1 (centres undefined)	-5%	-13%	4	16%	4%	-17%	?	-3%	4%
19	O=C(NCC1CCCO1)c1cc(S(=O)(=O)Nc2ccc(Br)cc2)ccc1Cl (centres undefined)	-7%	-6%	-2	44%[activator]	-23%	-10%	-31%	-5%	-3%
20	CCCCCCCCCCOC(=O)c1csc2nnsc12	4%	-11%	3	273%[activator]	18%	37%[activator]	?	1%	-8%

# Screen by screen, from the results shown:
# G9a block, nos. 14–18: ?, 3%[59 µM], 1%[12.7 µM], 75%[activator][12.7 µM], ?
# GLS inh, nos. 14–18: ?, 3%, 0%, 7%, 4%
# BAZ2B inh, nos. 14–18: -21%, 13%, -7%, 7%, 4%

# Next part.
no.	compound	Tb PGK inh	Pol eta inh	PI4K2A block	HP1b binding inh	BAZ2B inh	JMJD2A Tudor inh	G9a block	Pin1 inh	GLS inh
21	CC(=O)c1sc(NC(=O)CCS(=O)(=O)c2ccc(Cl)cc2)nc1C	-5%	-21%	6	35%	7%	2%	-8%	-2%	0%
22	CC(C)Cn1c(N)c(C(=O)COC(=O)c2ccc(O)cc2)c(=O)n(C)c1=O	6%	-23%	-1	45%[activator]	18%	-10%	14%	12%	-1%
23	CCCNC(=O)C1CCC(Cn2c(=O)c3sccc3n(CC(=O)Nc3ccccc3C)c2=O)CC1 (centres undefined)	i	-11%	4	14%	-18%	-19%	10%[59 µM]	14%	-6%
24	CC(=O)Nc1nonc1NC(=O)CSc1ccccn1	-9%	-2%	0	20%	-4%	-16%	-4%	-8%	-13%
25	O=C(NCc1cccs1)Nc1cccc(Cl)c1	-10%	-6%	-3	15%	.	-32%	.	7%	-7%
26	O=C(O)c1csc(N/N=C/c2ccc(Br)cc2)n1	-12%	-9%	1	30%	79µM*	-20%	35µM*	-9%	3%
27	O=C(O)CSc1nc2ccccc2n1-c1ccccc1	6%	-3%	7	18%	-17%	0%	.	-2%	25%
28	Cc1cc(NCC(C)C)n2ncnc2n1	2%	-7%	-9	16%	-4%	-9%	16%[59 µM]	-1%	1%
29	O=C(OCC1CCCO1)c1ccc2c(c1)N(Cc1ccccc1)C(=O)c1ccccc1S2(=O)=O (centres undefined)	-6%	-23%	-1	18%	0%	-16%	0%[59 µM]	4%	0%
30	CCc1ccc(-c2nn(CC(=O)NC3CCCC3)c3c2cnc2ccc(F)cc23)cc1	-6%	-12%	-6	32%	-3%	-6%	10%[59 µM]	12%	4%
31	COc1ccc(CC(=O)NC2CCCCCC2)c(OC)c1	5%	-22%	0	25%	20%	11%	2%	1%	0%
32	CC(=O)C1C(c2cccc(F)c2)NC(=O)NC1(O)C(F)(F)F (centres undefined)	i	-14%	-8	35%[activator]	9%	-7%	.	-5%	-6%
33	COc1ccc(NC(=O)C2CCCN2C(=O)NC2CCCCC2)c(OC)c1 (centres undefined)	2%	-11%	-5	53%[activator]	-13%	3%	18%	7%	0%
34	COc1ccc(CN2CCN(C(C)C(=O)N(C)Cc3cccc(F)c3)CC2)cc1OC (centres undefined)	.	-1%	-5	?	18µM*	4.5µM*	2µM*	2%	1%
35	Cc1c(NC(=O)C(CC(=O)O)NCc2ccco2)c(=O)n(-c2ccccc2)n1C (centres undefined)	-6%	-5%	4	-7%	50µM*	5µM*	?	9%	7%
36	O=[N+]([O-])c1ccc(C(O)CNC(=S)Nc2ccccc2)cc1 (centres undefined)	2%	-2%	6	11%	-14%	-15%	-5%	-12%	6%
37	CCOc1ncccc1C(=O)N1CCN(c2ccc(C(F)(F)F)cn2)CC1	-4%	-12%	0	20%	-15%	-2%	10%	0%	36%[activator]
38	CCOC(=O)c1c(C)[nH]c(C)c1S(=O)(=O)N(C)CC(=O)Nc1ccc(C)cn1	-3%	3%	-3	30%[activator]	-27%	-11%	-9%	-5%	2%
39	CC1CCC2(CC1)NC(=O)N(CC(=O)Nc1cccc(S(=O)(=O)N3CCCC3)c1)C2=O (centres undefined)	-5%	-10%	3	44%[activator]	1%	-1%	-87%[12.7 µM]	1%	-5%
40	Cn1nc(C(=O)Oc2cc(=O)n(C)c3ccccc23)c2ccccc2c1=O	-8%	-12%	-1	30%	-31%	-14%	15%[12.7 µM]	1%	16%
41	Cc1cccc(NC(=O)/C(C#N)=C/c2ccc(F)cc2)n1	.	-5%	-4	24%	-13%	-8%	17%	-1%	2%
42	COc1cc(OC)cc(-c2nnc(SCC(=O)N(Cc3ccccc3)C(C)(C)C)o2)c1	-6%	-23%	6	28%	.	1%	-5%[59 µM]	1%	-2%
43	O=C(CCN1C(=O)C2CC=CCC2C1=O)Nc1nccs1 (centres undefined)	-8%	-10%	2	26%	-16%	-20%	?	0%	1%
44	Cc1n[nH]c(C)c1CN(C)C(=O)C1CCC(=O)N(CC2CCCCC2)C1 (centres undefined)	-3%	1%	0	13%	-6%	-2%	.	-4%	3%
45	CCC(Oc1cc(Cl)ccc1Cl)C(=O)N1CCCN(C)CC1 (centres undefined)	1%	-19%	1	5%	-14%	-13%	16%	-13%	7%
46	CS(=O)(=O)N(CCc1ccccc1)CC(=O)N1CCN(c2ccccc2F)CC1	7%	6%	3	12%	11%	-3%	-4%[12.7 µM]	-13%	-3%
47	C/C(=N\NC(=O)Cn1cnc2ccccc21)c1cccs1	-4%	-12%	1	34%	-8%	6%	.	-2%	-10%
48	Cc1ccc(C(C(=O)NC2CCCC2)N2CCCCC2)cc1 (centres undefined)	-4%	3%	-8	20%	12%	-19%	?	-7%	-2%
49	Cc1nn(-c2nnc(NC3CCCCC3)nn2)c(C)c1Br	1%	-9%	-4	?	14µM*	45µM*	22µM*	0%	4%
50	O=C(COC(=O)CNC(=O)C1CCCCC1)Nc1ccc(Br)cc1Br	-9%	-19%	0	35%	3%	-5%	5%[2.33 µM]	1%	1%
51	COc1ccc(-n2c(COc3ccc(C)cc3)nnc2SCC(=O)O)cc1	1%	-4%	1	18%	38%[activator]	-15%	.	-6%	8%
52	COc1ccc(CCNC(=O)CN2C(=O)C3(OCCCO3)c3ccccc32)cc1OC	-8%	-16%	8	13%	1%	3%	0%[12.7 µM]	-10%	-3%

# An excerpt (hit frequency here may not be typical).
